Bioassay records: PubChem, Sanford-Burnham Center for Chemical Genomics
PfGluPho inh – PfG6PD (Plasmodium falciparum) enzyme inhibition; AID 504690; inhibition, % at 20 µM; PfGluPho enzyme, NADPH resazurin-diaphorase fluorescence; 350,000 tested, 0.78% active;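 active = inhibition reaching at least a set limit at 20 µM in the primary screen, cut at about 59% in these data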;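 also: 0% = DMSO wells with substrate and 100% = DMSO wells lacking glucose-6-phosphate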
ATG4B inh – inhibitors of human ATG4B cysteine protease. Q9Y4P1. ATG4B cleavage of LC3-PLA2, NBD-HPC fluorescence, 1 h. inhibition, % at 8.33 µM. 340,000 tested, 0.51% active. AID 504462; in the data active = inhibition above about 40%
Target sequence (Q9Y4P1 whole entry, looked up): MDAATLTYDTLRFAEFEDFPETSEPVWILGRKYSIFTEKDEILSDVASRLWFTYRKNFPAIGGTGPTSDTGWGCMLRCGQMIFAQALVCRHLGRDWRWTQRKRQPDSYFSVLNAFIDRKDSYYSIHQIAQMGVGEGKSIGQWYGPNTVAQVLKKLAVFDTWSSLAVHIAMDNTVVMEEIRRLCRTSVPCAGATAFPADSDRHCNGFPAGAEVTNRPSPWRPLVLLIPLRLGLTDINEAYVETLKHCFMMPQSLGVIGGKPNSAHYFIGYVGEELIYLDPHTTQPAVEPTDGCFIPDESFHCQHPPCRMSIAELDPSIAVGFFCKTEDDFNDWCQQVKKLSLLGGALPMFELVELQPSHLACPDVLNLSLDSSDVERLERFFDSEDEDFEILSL
mIAP block – blocks mouse intestinal alkaline phosphatase. purified mouse IAP, CDP-Star luminescence, 30 min. inhibition, % at 10 µM. 330,000 tested, 0.2% active. AID 2806;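 active = inhibition of at least 40% at 10 µM in the primary screen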;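 also: plate controls were DMSO with enzyme for no effect and no enzyme wells for full effect; values of inactives mirror those of a sister screen read the other way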
hIAP act – increases human intestinal alkaline phosphatase activity; P09923; purified human IAP, CDP-Star luminescence, 30 min; stronger effect = higher value; 1 = vehicle-only enzyme, 0 = enzyme-free background; activation factor at 10 µM; 330,000 tested, 0.16% active;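 active = activation factor of the enzyme at least 2-fold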; also: the source names both 10 and 20 µM as test concentration; values of inactives mirror those of a sister screen read the other way
A3A deaminase – blocks human APOBEC3A ssDNA deamination; 330,000 tested, 0.41% active; recombinant A3A, FAM/TAMRA ssDNA deamination fluorescence; inhibition, % at 20 µM;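 active = at least 40% inhibition at 20 µM here, with at most 30% in a related deaminase screen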;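 also: plate controls were A3A with DMSO for no effect and wells lacking A3A enzyme for full effect; some results filed as inactive read as strong as hits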
Target sequence (P31941 whole entry, looked up): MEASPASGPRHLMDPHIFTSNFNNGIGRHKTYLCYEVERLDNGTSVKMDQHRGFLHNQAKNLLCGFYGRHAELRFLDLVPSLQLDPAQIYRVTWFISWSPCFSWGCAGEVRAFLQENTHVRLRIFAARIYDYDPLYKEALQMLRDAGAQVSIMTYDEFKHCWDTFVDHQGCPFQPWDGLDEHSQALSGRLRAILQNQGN
hIAP block – human IAP inhibition. P09923. inhibition, % at 10 µM. purified IAP, CDP-Star luminescence, 30 min. 330,000 tested, 0.12% active;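 active = inhibition reaching a set limit with compound at 10 µM in the primary screen, cut at about 35% in these data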;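 also: plate controls were DMSO wells with enzyme for no effect and no-enzyme buffer wells for full effect; values of inactives mirror those of a sister screen read the other way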
mIAP activ – increases mouse intestinal alkaline phosphatase activity; muIAP, CDP-Star luminescence, 30 min; stronger effect = higher value; 1 = vehicle-only enzyme signal, 0 = enzyme-free wells; 330,000 tested, 0.24% active; AID 2805; activation factor at 10 µM;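 active = activation factor of at least 2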; also: the source names both 10 and 20 µM as test concentration; values of inactives mirror those of a sister screen read the other way
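Assay system: mouse IAP enzyme; reagent: chemiluminescent substrate CDP-Star; dosing: test compounds delivered from DMSO solution; schedule: 30 min at room temperature; measured by: luminescence from enzymatic CDP-Star hydrolysis; controls: DMSO-only wells and no-enzyme negative control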
HKDC1 inh – inhibitors of human hexokinase HKDC1; recombinant HKDC1, G6PDH/diaphorase resazurin coupled fluorescence; inhibition, % at 20 µM; 340,000 tested, 0.16% active; AID 493160;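 active = inhibition above about 35% when tested at 20 µM, limit read from the data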;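 also: plate controls were DMSO wells with enzyme for no effect and DMSO wells lacking enzyme for full effect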
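test system = in-house recombinant HK5 (HKDC1) enzyme | amount = HKDC1 at 5 µg/mL | control set = DMSO-enzyme wells negative, buffer-substituted wells positive | compound = one dose of 20 µM, 1% DMSO | schedule = reaction time 90 min, room temperature, protected from light | technique = resorufin fluorescence at 613 nm | reagent = glucose with 1 mM ATP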
* hit, by the source's call; nt = not tested or not shown. The order is random; 2.4% or so of the library scored in one or more.

The first three records, ahead of the listing:
SMILES | PfGluPho inh | ATG4B inh | mIAP block | hIAP act | A3A deaminase | hIAP block | mIAP activ | HKDC1 inh
CN(C)S(=O)(=O)c1cccc2c1C(=O)c1ccccc1C2=O | -19 | 3 | 10 | 0.92 | -2 | 8 | 0.9 | 1
O=C(COc1ccc2ccc(=O)oc2c1)NCc1ccccn1 | -2 | -8 | -9 | 0.97 | -3 | 3 | 1.1 | 3
CC1(C)S[C@@H]2C(C(=O)OCc3ccccc3)NC(=O)N2C1C(=O)OCc1ccccc1 (stereo not given in full) | 0 | 11 | 2 | 1 | 1 | -3 | 0.98 | 0

This part in full, from the start:
SMILES | PfGluPho inh | ATG4B inh | mIAP block | hIAP act | A3A deaminase | hIAP block | mIAP activ | HKDC1 inh
CN(C)S(=O)(=O)c1cccc2c1C(=O)c1ccccc1C2=O | -19 | 3 | 10 | 0.92 | -2 | 8 | 0.9 | 1
O=C(COc1ccc2ccc(=O)oc2c1)NCc1ccccn1 | -2 | -8 | -9 | 0.97 | -3 | 3 | 1.1 | 3
CC1(C)S[C@@H]2C(C(=O)OCc3ccccc3)NC(=O)N2C1C(=O)OCc1ccccc1 (stereo not given in full) | 0 | 11 | 2 | 1 | 1 | -3 | 0.98 | 0
CCC(c1nnnn1CCc1ccccc1)N1CCN(C(=O)c2ccco2)CC1 (stereo not given) | -1 | -15 | 8 | 0.85 | 0 | 15 | 0.92 | -3
CN(C)CCN(C(=O)CCc1ccccc1)c1nc2c(F)cc(F)cc2s1 | 14 | 0 | 7 | 0.91 | -3 | 9 | 0.93 | -3
O=C(O)c1ccccc1SCC(=O)N1c2ccccc2Sc2ccccc21 | -32 | 8 | 0 | 1.1 | 0 | -14 | 1 | 2
O=C(COc1ccc2ccccc2c1)N1CCN(C(=O)c2cccnc2)CC1 | -2 | -14 | -8 | 0.98 | 3 | 2 | 1.1 | 2
Cc1cccc(NC(=S)NNC(=S)NCc2ccccc2)c1 | 6 | -2 | 6 | 1.2 | -4 | -21 | 0.94 | -19
CN(CC(=O)Nc1ccc(F)cc1)C(=O)C1CCN(C(=O)Nc2ccccc2)CC1 | 3 | -7 | -4 | 0.82 | -3 | 18 | 1 | -5
CCOC(=O)N1CCN(S(=O)(=O)c2ccc(C(=O)NNc3nc4ccc(Cl)cc4s3)cc2)CC1 | -33 | 10 | 0 | 1.6 | -3 | -65 | 1 | -23
Cc1ccc(S(=O)(=O)N2CCCCC2)cc1NC(=O)CN1C(=O)c2ccccc2S1(=O)=O | -16 | -8 | -2 | 1.1 | 1 | -5 | 1 | 7
COc1cccc(-n2nc(C(=O)N3CCN(Cc4ccccc4)CC3)c3ccccc3c2=O)c1 | 3 | -11 | -1 | 0.98 | 1 | 2 | 1 | -8
O=C(c1ccco1)N1CCCSC1=Nc1ccccc1 | 3 | 7 | -1 | 0.96 | -3 | 4 | 1 | -8
CCOc1ccc(CCNC(=O)C2CC(=O)N(Cc3ccc(OC)cc3)C2)cc1OCC (stereo not given) | 17 | -8 | 2 | 1 | -2 | -4 | 0.97 | 1
CC1CN(C(=O)CCC(=O)NC(C)c2ccccc2)c2cc(Cl)ccc2O1 (stereo not given) | 2 | -2 | 1 | 0.85 | -2 | 15 | 0.99 | -3
N/C(=N\OC(=O)CCCOc1ccccc1)c1cccc(Br)c1 | 10 | 3 | -4 | 0.99 | 0 | 1 | 1 | 1
O=C(COc1ccc2c3c(c(=O)oc2c1)CCCC3)NC(Cc1ccc(Cl)cc1)C(=O)O (stereo not given) | -22 | -23 | 19 | 0.91 | 0 | 9 | 0.81 | 6
CCC1CCCCN1C(=O)COc1ccc2c3c(c(=O)oc2c1)CCC3 (stereo not given) | 23 | -9 | 0 | 0.81 | 2 | 19 | 1 | 10
N=C1/C(=C/c2cccn2-c2cccc([N+](=O)[O-])c2)C(=O)N=C2SC=CN12 | nt | nt | 21 | 1.1 | -4 | -5 | 0.79 | nt
COc1ccc(-c2cc(NCCc3ccncc3)n3ncnc3n2)cc1 | -10 | -11 | 13 | 0.86 | 1 | 14 | 0.87 | -1
COc1ccc(NC(=O)CSc2nc3ccccc3nc2N2CCCC2)c(OC)c1 | 2 | -1 | -3 | 0.9 | 2 | 10 | 1 | 3
CCN(C(=O)Cc1c(C(=O)O)n(CC)c2ccccc12)c1cccc(C(F)(F)F)c1 | 1 | 3 | 5 | 1.2 | -3 | -22 | 0.95 | -2
CCC(=C/c1sc2ccc3ccccc3c2[n+]1C)/C=C1\Sc2ccc3ccccc3c2N1C | 113* | 30 | 11 | 0.96 | 5 | 4 | 0.89 | 45*
CC(C)Cn1c(N2CCN(C(=O)/C=C/c3ccccc3)CC2)nc2ccccc21 | -15 | 19 | 6 | 1 | -1 | -2 | 0.94 | -3
C/C(=N\NC(=O)CN1CCN(S(=O)(=O)c2ccc(C)cc2)CC1)c1ccc(O)cc1 | -6 | -1 | -7 | 0.92 | -1 | 8 | 1.1 | -2
O=C(CCCN1C(=O)/C(=C/c2cccs2)SC1=S)Nc1cccnc1 | -10 | 4 | 7 | 0.89 | -1 | 11 | 0.93 | -5
COc1cccc(CNC(=O)C2CCC(CNS(=O)(=O)c3cccc4cccnc34)CC2)c1 (stereo not given) | -6 | -2 | -10 | 0.97 | 4 | 3 | 1.1 | -2
Fc1cc(Cl)c(OCc2noc(-c3ccsc3)n2)c(Cl)c1 | 8 | 1 | 10 | 1.1 | -4 | -6 | 0.9 | -6
O=C(CSc1ccc(-c2ccc(Br)cc2)nn1)N1CCOCC1 | -3 | -2 | 4 | 0.98 | 5 | 2 | 0.96 | -3
CNC(=O)C1CCN(S(=O)(=O)c2c(C)noc2/C=C/c2cccc(OC)c2)CC1 | -12 | 1 | 1 | 0.9 | -2 | 10 | 0.99 | 0
COc1cccc(Nc2nc(-c3ccc4c(c3)OCCO4)cs2)c1 | 24 | -2 | 8 | 0.99 | -2 | 1 | 0.92 | 1
Cc1cc(C)c(C#N)c(SCCS(=O)(=O)Cc2ccccc2)n1 | 8 | -2 | 13 | 0.93 | -5 | 7 | 0.87 | -2
c1coc(-c2ncc[nH]2)c1 | 0 | -6 | -6 | 0.9 | 2 | 10 | 1.1 | 0
Cc1ccc(NC(=O)/C(=C\c2cccs2)NC(=O)c2ccccc2)cc1 | 10 | -4 | 11 | 1.1 | -1 | -12 | 0.89 | -14
CCn1c(=O)c(C(=O)Nc2ccccn2)c(O)c2ccccc21 | -1 | -6 | 6 | 0.97 | 0 | 3 | 0.94 | -10
Cc1ccc(S(=O)(=O)N2CC=C(C(=O)NC3CC3)CC2)cc1 | -16 | -2 | 4 | 1 | 1 | -2 | 0.96 | 6
CCc1nc(CNC(=O)C2CCC(=O)N(Cc3ccccc3F)C2)no1 (stereo not given) | -3 | 6 | 0 | 1 | 1 | -5 | 1 | -2
O=C(O)c1ccccc1-n1c(-c2ccccc2)cc2c1CCCC2=O | -1 | 1 | -4 | 1.1 | 0 | -14 | 1 | -11
COc1cccc(NC(=O)CSCc2cc(=O)n3ccsc3n2)c1 | -5 | 6 | 2 | 0.95 | -3 | 5 | 0.98 | -5
Cc1cccc(OCCNc2cc(N3CCN(C)CC3)ccc2[N+](=O)[O-])c1 | 3 | 0 | 9 | 0.87 | -2 | 13 | 0.91 | -4
COC(=O)C(C(=O)Nc1cccc(C)n1)C1CCCCCC1 (stereo not given) | -5 | -5 | -17 | 1.2 | -3 | -16 | 1.2 | 2
CC(C)c1ccc(N2C(=O)[C@@H]3Cc4ccccc4CN3C2=O)cc1 | -7 | 0 | -4 | 1.1 | 0 | -14 | 1 | 6
CN(C(=O)c1ccc2c(=O)n3c(nc2c1)CCCCC3)c1ccccc1F | -20 | -7 | -5 | 0.97 | -8 | 3 | 1 | 1
Cc1ccc(C(=O)NCCCNC(=O)c2cccnc2)cc1 | -10 | 0 | 4 | 1 | 0 | 0 | 0.96 | -4
CC1CCN(C(=O)c2ccc(NS(=O)(=O)c3cccc4cccnc34)cc2)CC1 | 8 | -14 | 1 | 0.83 | -4 | 17 | 0.99 | 0
O=C(O)C1CCCN1C(=O)C1CCN(S(=O)(=O)c2cccc(C(F)(F)F)c2)CC1 (stereo not given) | -2 | 4 | 8 | 1 | 2 | -5 | 0.92 | -9
O=[N+]([O-])c1ccc(CNc2ccc(Cl)cc2)s1 | 49 | 17 | 12 | 0.82 | -3 | 18 | 0.88 | 0
COc1cc2c(cc1OC)C(C)N(C(=O)CCc1c[nH]c3ccccc13)CC2 (stereo not given) | -8 | 11 | -4 | 1.1 | 1 | -11 | 1 | -6
Cc1ccc(NC(=S)NCc2ccccc2)cc1[N+](=O)[O-] | 11 | 54* | 8 | 1.1 | 4 | -5 | 0.92 | 0
CCN(CC)S(=O)(=O)c1ccc(C)c(NC(=O)CN2CCN(C)CC2)c1 | -3 | -1 | 6 | 0.92 | -3 | 8 | 0.94 | -4
Next section:
SMILES | PfGluPho inh | ATG4B inh | mIAP block | hIAP act | A3A deaminase | hIAP block | mIAP activ | HKDC1 inh
COc1ccc(-c2nnnn2C(C)C)cc1S(=O)(=O)Nc1ccccc1 | -6 | -1 | 2 | 1.1 | 2 | -6 | 0.97 | -4
Cc1ccc(NC(=O)CCNS(=O)(=O)c2cc(Br)cnc2N)c(Cl)c1 | nt | nt | -4 | 1 | 1 | -3 | 1 | nt
COC(=O)c1ccc(NC(=O)C2C3C=CC(C3)C2C(=O)O)cc1 (stereo not given) | -13 | 0 | 3 | 1 | -5 | 0 | 0.97 | -6
O=C(O)c1cccc2cc(-c3ccccc3)oc(=O)c12 | -13 | 0 | 1 | 0.94 | 1 | 6 | 0.99 | -6
C/C(=N/NC(=O)CNC(=O)Cc1ccc(Cl)cc1)c1ccco1 | -11 | -4 | 0 | 0.92 | 1 | 8 | 1 | 2
Cc1csc(NC(=O)CCCc2cccs2)n1 | -5 | 3 | 2 | 1.1 | -3 | -8 | 0.98 | -8
COc1cc2c(cc1OC)C(C)N(C(=O)c1c(C)noc1C)CC2 (stereo not given) | 2 | 4 | -5 | 1 | -3 | -4 | 1.1 | -6
Cc1ccn2c(C(=O)NN=C3CCN(C)CC3)c(C)nc2c1 | -18 | -1 | 14 | 1.1 | -2 | -6 | 0.86 | 4
COc1cnc(-c2ccccc2)nc1Oc1cccc(C)c1C | 0 | -1 | -4 | 0.94 | -3 | 6 | 1 | 5
CCN(CC(=O)NCc1ccc(F)cc1)C(=O)c1ccc2c(c1)OCO2 | -2 | -29 | 6 | 0.95 | 5 | 5 | 0.94 | -4
COC(=O)c1ccc(NCC(=O)N2CCCCCC2)cc1 | nt | nt | 1 | 1.1 | -3 | -9 | 0.99 | nt
Cc1ccc(NS(=O)(=O)c2c(C(=O)N3CCOCC3)c(C)n(C)c2C)cc1 | 0 | -3 | 8 | 1.1 | -2 | -7 | 0.92 | 2
O=C(CSc1nncs1)NCc1ccc2c(c1)OCO2 | -12 | 4 | -4 | 1.2 | -2 | -19 | 1 | 2
Cc1ccc(C)c(NC(=S)N2CCC(NC(=O)c3ccco3)CC2)c1 | -4 | -3 | -1 | 0.93 | -3 | 7 | 1 | -4
O=C(O)CN1C(=O)C(=O)N(Cc2ccccc2F)C1=O | 13 | 0 | 2 | 0.98 | -3 | 2 | 0.98 | -3
COc1ccc(CN2CCCCC2C)cc1OC (stereo not given) | 0 | -28 | -12 | 1.2 | -2 | -22 | 1.1 | 13
CC(C)(Cc1cccc(CC(C)(C)C(=O)O)c1)C(=O)O | 1 | -5 | -3 | 1 | 4 | 0 | 1 | 5
CCOC(=O)/C=C1\SCC(=O)N1CC(=O)NCCOC | -16 | 1 | -9 | 1.1 | 11 | -7 | 1.1 | -3
